Screening data from PubChem BioAssay.
IDH1 mut inh – inhibitors of human IDH1 R132H; inhibition, % at 10 µM; 70,000 compounds, 0.18% hits; IDH1 R132H reductase, diaphorase/resazurin fluorescence, 60 min; in the data active = inhibition above about 34%;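 note: 0% = DMSO and 100% = no enzyme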
Target sequence (O75874 whole entry R132H): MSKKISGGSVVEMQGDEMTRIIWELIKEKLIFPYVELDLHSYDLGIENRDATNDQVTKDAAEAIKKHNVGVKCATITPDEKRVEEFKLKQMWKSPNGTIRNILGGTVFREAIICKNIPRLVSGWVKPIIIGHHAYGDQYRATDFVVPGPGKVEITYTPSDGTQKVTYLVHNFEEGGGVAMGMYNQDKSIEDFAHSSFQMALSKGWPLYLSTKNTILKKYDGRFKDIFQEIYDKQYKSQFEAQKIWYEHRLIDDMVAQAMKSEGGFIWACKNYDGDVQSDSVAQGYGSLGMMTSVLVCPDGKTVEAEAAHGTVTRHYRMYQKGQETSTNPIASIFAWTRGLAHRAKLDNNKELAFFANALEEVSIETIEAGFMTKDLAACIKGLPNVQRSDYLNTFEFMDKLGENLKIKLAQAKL
EZH2 inh – EZH2 (human) methyltransferase inhibition; Q15910; PRC2 H3K27 methylation, DELFIA TRF, 1 h; inhibition, % at 12.5 µM; 57,000 compounds, 0.35% hits; AID 651548;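 active = mean inhibition of replicates at least 50% and every single replicate also reaching 50%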;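 note: dimethyl H3K27 on biotinylated H3 21-44 peptide detected by antibody; plate controls were median neutral control wells for no effect and median positive control wells for full effect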
Active calls of the source: *.

What do the screens show for `COc1ccc(S(=O)(=O)N(C)C[C@H]2OCCCC[C@H](C)Oc3ccc(NC(=O)Nc4ccccc4)cc3C(=O)N([C@@H](C)CO)C[C@@H]2C)cc1`?
IDH1 mut inh: 4.4

How did O=C(C[C@H]1CC[C@H](NC(=O)Nc2cc(F)ccc2F)[C@@H](CO)O1)NCc1ccccn1 do in these assays?
IDH1 mut inh: 0.1; EZH2 inh: -10.2

How did C[C@@H]1CN([C@H](C)CO)C(=O)c2cc(C#CCN(C)C)cnc2O[C@H]1CN(C)C(=O)c1ccc2c(c1)OCO2 do in these assays?
IDH1 mut inh: 0.4; EZH2 inh: 1.4

What do the screens show for `CO[C@@H]1CN(C)C(=O)c2cc(NC(C)=O)ccc2OC[C@H](C)N(Cc2ccncc2)C[C@H]1C`?
IDH1 mut inh: 0.2; EZH2 inh: 5.4

What do the screens show for `Cc1ccc(S(=O)(=O)Nc2ccc3c(c2)CC(=O)N([C@@H](C)CO)C[C@H](C)[C@@H](CN(C)Cc2ccc(C(F)(F)F)cc2)O3)cc1`?
IDH1 mut inh: 0.3

How did Cc1noc(C)c1NC(=O)Nc1ccc2c(c1)CC(=O)N([C@@H](C)CO)C[C@H](C)[C@@H](CN(C)CC1CCCCC1)O2 do in these assays?
IDH1 mut inh: 2.8

Results for COc1ccc(S(=O)(=O)Nc2cccc3c2O[C@@H](CN(C)Cc2ccc(C(=O)O)cc2)[C@@H](C)CN([C@H](C)CO)C3=O)cc1 ?
IDH1 mut inh: -2.0

Results for C[C@H]1CN([C@@H](C)CO)C(=O)c2cc(NC(=O)C3CC3)ccc2O[C@H]1CN(C)Cc1ccc(-c2ccccc2)cc1 ?
IDH1 mut inh: 0.7

What do the screens show for `Cc1ccc(O)c(NC(=S)NC(=O)c2ccc(-c3ccccc3[N+](=O)[O-])o2)c1`?
IDH1 mut inh: -0.3; EZH2 inh: 31.8

How did C[C@@H]1CN([C@H](C)CO)C(=O)Cc2cc(NC(=O)Cc3ccccc3)ccc2O[C@H]1CN(C)Cc1ccccc1 do in these assays?
IDH1 mut inh: 0.8; EZH2 inh: -22.0

How did Cc1ccc(S(=O)(=O)Nc2ccc3c(c2)CC(=O)N([C@H](C)CO)C[C@@H](C)[C@H](CN(C)Cc2ccc(C(=O)O)cc2)O3)cc1 do in these assays?
IDH1 mut inh: 0.0

How did O=C(Oc1c(CN2CCOCC2)cc(Cl)c2cccnc12)c1ccc(F)cc1 do in these assays?
IDH1 mut inh: -0.3; EZH2 inh: 6.5

4 records drawn at random from those above, as already listed:
What do the screens show for `Cc1ccc(O)c(NC(=S)NC(=O)c2ccc(-c3ccccc3[N+](=O)[O-])o2)c1`?
IDH1 mut inh: -0.3; EZH2 inh: 31.8

How did O=C(Oc1c(CN2CCOCC2)cc(Cl)c2cccnc12)c1ccc(F)cc1 do in these assays?
IDH1 mut inh: -0.3; EZH2 inh: 6.5

Results for C[C@H]1CN([C@@H](C)CO)C(=O)c2cc(NC(=O)C3CC3)ccc2O[C@H]1CN(C)Cc1ccc(-c2ccccc2)cc1 ?
IDH1 mut inh: 0.7

Results for COc1ccc(S(=O)(=O)Nc2cccc3c2O[C@@H](CN(C)Cc2ccc(C(=O)O)cc2)[C@@H](C)CN([C@H](C)CO)C3=O)cc1 ?
IDH1 mut inh: -2.0

Following part
How did C=CCOC(=O)[C@H]1[C@@H]2C(=O)O[C@@H](c3ccccc3)[C@@H](c3ccccc3)N2[C@@H](c2ccc(OCCOC(=O)[C@@H]3C[C@@H]4C(=O)N5CCC[C@H]5C(=O)N4[C@@H]3c3cccc(OCCO)c3)cc2)[C@]12C(=O)Nc1ccccc12 do in these assays?
EZH2 inh: -26.7

What do the screens show for `CC(C)NC(=O)N[C@@H]1CC[C@@H](CCNC(=O)C2CCC2)O[C@H]1CO`?
IDH1 mut inh: 0.0; EZH2 inh: -3.0

What do the screens show for `C[C@H]1C=C(C(=O)N2CCN(Cc3ccc4c(c3)OCO4)CC2)O[C@@H](OCCCCO)C1`?
EZH2 inh: -7.6

Results for COc1ccc(S(=O)(=O)Nc2ccc3c(c2)CC(=O)N([C@H](C)CO)C[C@H](C)[C@H](CN(C)C(=O)Nc2ccc(F)cc2)O3)cc1 ?
IDH1 mut inh: -1.7

Results for Cc1ccc(C2=NC3(CCN(C(=O)OC(C)(C)C)CC3)NC2=S)cc1 ?
EZH2 inh: 3.6

How did COc1ccc(NC(=O)N(C)C[C@@H]2Oc3ccc(NC(=O)Nc4cccc5ccccc45)cc3CC(=O)N([C@@H](C)CO)C[C@@H]2C)cc1 do in these assays?
IDH1 mut inh: -0.6

How did C[C@H]1CN([C@@H](C)CO)C(=O)Cc2cc(NC(=O)CCN3CCOCC3)ccc2O[C@@H]1CN(C)S(=O)(=O)c1ccccc1 do in these assays?
IDH1 mut inh: 2.4

How did C[C@@H]1CN([C@@H](C)CO)C(=O)c2cc(NC(=O)Nc3ccc(F)cc3)ccc2O[C@@H](C)CCCCO[C@@H]1CN(C)S(=O)(=O)c1ccccc1 do in these assays?
IDH1 mut inh: -1.5

What do the screens show for `COc1ccc([N+](=O)[O-])cc1NC(=O)CSc1nncn1C`?
IDH1 mut inh: -0.5; EZH2 inh: 0.9

How did COc1ccc(NC(=O)CSc2nc3ccccc3n2-c2ccccc2)c([N+](=O)[O-])c1 do in these assays?
IDH1 mut inh: 0.5; EZH2 inh: -10.4

How did O=C(N[C@H]1CC[C@@H](CCNC(=O)C2CCCC2)O[C@H]1CO)c1ccccn1 do in these assays?
IDH1 mut inh: -0.2; EZH2 inh: 8.0

How did Cc1noc(C)c1NC(=O)N(C)C[C@H]1Oc2ccc(NC(=O)Cn3cnnn3)cc2C(=O)N([C@H](C)CO)C[C@@H]1C do in these assays?
IDH1 mut inh: -2.4

What do the screens show for `O=C1C(Nc2ccccc2)=CC(=O)c2ncccc21`?
IDH1 mut inh: -8.2

How did CO[C@@H]1CN(C)C(=O)c2ccc(NC(=O)C3CCOCC3)cc2OC[C@@H](C)N(CC2CCCCC2)C[C@H]1C do in these assays?
IDH1 mut inh: 0.3; EZH2 inh: -15.3

What do the screens show for `C[C@@H]1CN([C@@H](C)CO)C(=O)c2cc(NC(=O)CCCN(C)C)ccc2O[C@@H]1CN(C)C(=O)Nc1ccc2c(c1)OCO2`?
IDH1 mut inh: 1.1

What do the screens show for `C[C@@H]1CCCCO[C@@H](CN(C)C(=O)C2CCCCC2)[C@H](C)CN([C@@H](C)CO)C(=O)c2cc(NC(=O)Nc3ccc(C(F)(F)F)cc3)ccc2O1`?
IDH1 mut inh: 0.5

What do the screens show for `C[C@@H](NC(=O)C[C@H]1CC[C@@H](NC(=O)c2cccnc2)[C@H](CO)O1)c1ccccc1`?
IDH1 mut inh: -0.3; EZH2 inh: -5.6

How did CO[C@@H]1CN(C)C(=O)c2ccc(NS(C)(=O)=O)cc2OC[C@H](C)N(CC2CCCCC2)C[C@@H]1C do in these assays?
IDH1 mut inh: 0.2; EZH2 inh: 3.6

Results for C[C@H]1CCCCO[C@H](CN(C)C(=O)Nc2ccc3c(c2)OCO3)[C@@H](C)CN([C@@H](C)CO)C(=O)c2cc(NC(=O)Nc3ccccc3)ccc2O1 ?
IDH1 mut inh: 1.8

What do the screens show for `COC(=O)C1=COC(O[C@@H]2O[C@H](CO)[C@@H](OC(=O)/C=C/c3ccc(O)cc3)[C@H](O)[C@H]2O)[C@H]2[C@@H]1[C@H](O)C[C@]2(C)OC(C)=O` (stereo not given in full)?
IDH1 mut inh: 0.1

What do the screens show for `O=C(Nc1ccc(S(=O)(=O)Nc2ncccn2)cc1)c1ccc(-c2ccccc2)cc1`?
IDH1 mut inh: 0.4; EZH2 inh: 28.1

What do the screens show for `CCc1ccc(NC(=O)CSc2nc(-c3ccc(OC)cc3)cc(=O)[nH]2)cc1`?
IDH1 mut inh: 0.7; EZH2 inh: -2.7

Results for C[C@@H]1CN([C@H](C)CO)C(=O)c2cccc(NC(=O)c3ccc(-c4nccs4)cc3)c2O[C@H]1CN(C)C(=O)Nc1ccccc1 ?
IDH1 mut inh: -2.3

What do the screens show for `COc1ccc(NC(=O)N(C)C[C@H]2Oc3c(NS(=O)(=O)c4cccs4)cccc3C(=O)N([C@@H](C)CO)C[C@H]2C)cc1`?
IDH1 mut inh: -14.4

Results for Cc1noc(C)c1NC(=O)Nc1ccc2c(c1)CC(=O)N([C@H](C)CO)C[C@H](C)[C@@H](CN(C)C(=O)Nc1cccc3ccccc13)O2 ?
IDH1 mut inh: -0.3

How did O=C(OCc1cccc(C(=O)c2ccccc2)c1)c1ccc(NC(=O)c2ccco2)cc1 do in these assays?
IDH1 mut inh: 0.4; EZH2 inh: 14.3

What do the screens show for `C[C@@H]1CN([C@H](C)CO)C(=O)c2cc(C#Cc3ccc(F)cc3)cnc2O[C@H]1CN(C)C(=O)Nc1ccc(F)cc1`?
IDH1 mut inh: 0.0; EZH2 inh: -24.8

Results for CCCC(=O)Nc1ccc2c(c1)OC[C@H](C)N(C(=O)c1ccccn1)C[C@H](C)[C@H](OC)CN(C)C2=O ?
IDH1 mut inh: -0.8; EZH2 inh: 17.1

How did C[C@H]1CN([C@@H](C)CO)C(=O)c2c(c3ccccc3n2C)-c2ccccc2CO[C@H]1CN(C)C(=O)Nc1ccc(F)cc1 do in these assays?
IDH1 mut inh: 0.5; EZH2 inh: -2.2

Results for COc1ccc(S(=O)(=O)N(C)C[C@H]2Oc3ccc(NS(=O)(=O)c4ccccc4)cc3CC(=O)N([C@H](C)CO)C[C@H]2C)cc1 ?
IDH1 mut inh: -2.5

How did C[C@H](CO)N1C[C@H](C)[C@H](CN(C)Cc2ccc(C(=O)O)cc2)Oc2ccc(NC(=O)CCCN(C)C)cc2C1=O do in these assays?
IDH1 mut inh: 6.5; EZH2 inh: 0.7

How did O=C(NC(Cc1cc(=O)[nH]c2ccccc12)C(=O)O)c1ccc(Cl)cc1 (stereo not given) do in these assays?
IDH1 mut inh: 0.8

How did O=C(NO)c1cccc(C(=O)N/N=C/c2cc(O)ccc2O)c1 do in these assays?
IDH1 mut inh: 9.7; EZH2 inh: 24.2

How did CO[C@@H]1CN(C)C(=O)c2ccc(NC(=O)Nc3ccc(C(F)(F)F)cc3)cc2OC[C@H](C)NC[C@@H]1C do in these assays?
IDH1 mut inh: 0.1; EZH2 inh: -18.1

Results for C[C@H](CO)N1C[C@H](C)[C@H](CN(C)C)Oc2ccc(N(C)C)cc2C1=O ?
IDH1 mut inh: 1.1; EZH2 inh: 7.3

Results for C[C@@H]1CCCCO[C@H](CN(C)S(C)(=O)=O)[C@H](C)CN([C@@H](C)CO)C(=O)c2cc(NC(=O)Cc3ccccc3)ccc2O1 ?
IDH1 mut inh: 0.5; EZH2 inh: -28.1

A stretch of the results above:
Results for Cc1noc(C)c1NC(=O)Nc1ccc2c(c1)CC(=O)N([C@H](C)CO)C[C@H](C)[C@@H](CN(C)C(=O)Nc1cccc3ccccc13)O2 ?
IDH1 mut inh: -0.3

How did O=C(OCc1cccc(C(=O)c2ccccc2)c1)c1ccc(NC(=O)c2ccco2)cc1 do in these assays?
IDH1 mut inh: 0.4; EZH2 inh: 14.3

Continuation:
How did CC(=O)N(C)C[C@H]1Oc2ncc(-c3ccccc3F)cc2C(=O)N([C@@H](C)CO)C[C@H]1C do in these assays?
IDH1 mut inh: -0.2; EZH2 inh: -7.1

What do the screens show for `CCC(=O)Nc1ccc2c(c1)C(=O)N(C)C[C@@H](OC)[C@H](C)CN[C@H](C)CO2`?
IDH1 mut inh: -0.9; EZH2 inh: -0.3

How did C[C@H]1CN([C@@H](C)CO)C(=O)c2cc(C3=CCCC3)cnc2O[C@@H]1CN(C)Cc1ccc(F)cc1 do in these assays?
IDH1 mut inh: -0.3; EZH2 inh: -5.0

Results for CC(=O)N(c1ccc2oc3c(c2c1)CCCC3)S(=O)(=O)c1cccc2cccnc12 ?
IDH1 mut inh: -0.3; EZH2 inh: 1.5

What do the screens show for `Cc1noc(C)c1S(=O)(=O)Nc1cccc2c1O[C@@H](CN(C)Cc1ccc(Cl)c(Cl)c1)[C@@H](C)CN([C@H](C)CO)C2=O`?
IDH1 mut inh: 6.8

Results for C[C@H]1CN([C@@H](C)CO)C(=O)c2cc(C#CCN(C)C)cnc2O[C@H]1CN(C)S(=O)(=O)c1cn(C)cn1 ?
IDH1 mut inh: -0.2

What do the screens show for `O=C(NC1CCCCC1)N[C@H]1CC[C@H](CC(=O)N2CCOCC2)O[C@@H]1CO`?
IDH1 mut inh: 0.1; EZH2 inh: 5.3

How did Cc1sc2nc(SCc3n[nH]c(=S)n3-c3ccccc3)[nH]c(=O)c2c1C do in these assays?
IDH1 mut inh: 1.5; EZH2 inh: -3.5

How did Cc1ccc(S(=O)(=O)NCC(=O)Nc2ccc(I)cc2)cc1 do in these assays?
IDH1 mut inh: -1.0

Results for Cc1ccccc1-c1ccc2c(c1)O[C@H](CN(C)C(=O)Nc1ccc(C(F)(F)F)cc1)[C@@H](C)CN([C@H](C)CO)S2(=O)=O ?
IDH1 mut inh: -2.3

What do the screens show for `COC(=O)C(CC#Cc1ccc2c(c1)[C@]1(C(=O)N2)[C@H](C(=O)N2CCCCCCC2)[C@H]2C(=O)O[C@H](c3ccccc3)[C@H](c3ccccc3)N2[C@@H]1c1ccc(O)cc1)C(=O)OC`?
EZH2 inh: -14.6

How did CC(=O)c1cccc(NC(=O)C(C)N2C(=O)c3ccccc3C2=O)c1 (stereo not given) do in these assays?
IDH1 mut inh: -0.4; EZH2 inh: 5.3

How did C[C@H](CO)N1C[C@H](C)[C@@H](CN(C)CC2CCCCC2)Oc2ccc(NC(=O)NC3CCCCC3)cc2CC1=O do in these assays?
IDH1 mut inh: 0.0; EZH2 inh: -18.9

Results for O=C(O)CCN1C(=O)c2ccc(NC(=O)c3cccs3)cc2C1=O ?
IDH1 mut inh: 0.1; EZH2 inh: -18.3

Some of the compounds tested; rates above refer to the full screens.
